FXIa single inh: human FXIa protease inhibitors, primary screen, biochemical, single compound per well; Coagulation factor XI (Homo sapiens), P03951; purified human FXIa, fluorogenic AMC substrate cleavage; inhibition, % at 10 µM; 0.3% of 33,000 active; AID 687, 2007;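 active means inhibition above 40% in the primary screen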;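 further: 0% = enzyme without compound and 100% = blank wells lacking enzyme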
FXIIa inh: human FXIIa protease inhibitors, primary screen, biochemical, single well | 0.2% of 33,000 active | inhibition, % at 10 µM | purified human FXIIa, AMC substrate fluorescence, 2 h | Coagulation factor XII (Homo sapiens), P00748; in the data active means inhibition above about 30%;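 further: 0% = enzyme with vehicle only and 100% = no enzyme blank; many of its hits are not listed in these tables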
Target sequence (P00748 20-372 limits assumed): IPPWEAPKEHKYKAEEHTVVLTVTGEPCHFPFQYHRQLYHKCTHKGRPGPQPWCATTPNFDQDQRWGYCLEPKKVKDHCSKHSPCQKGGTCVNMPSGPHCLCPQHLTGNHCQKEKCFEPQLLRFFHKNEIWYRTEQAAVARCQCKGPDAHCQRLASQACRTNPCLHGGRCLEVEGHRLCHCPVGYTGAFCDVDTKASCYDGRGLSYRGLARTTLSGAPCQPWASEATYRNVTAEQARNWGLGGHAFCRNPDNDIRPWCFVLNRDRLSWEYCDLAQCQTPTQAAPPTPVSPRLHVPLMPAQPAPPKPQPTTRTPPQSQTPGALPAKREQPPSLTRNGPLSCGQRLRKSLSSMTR
Target sequence (P00748 373-615 limits assumed): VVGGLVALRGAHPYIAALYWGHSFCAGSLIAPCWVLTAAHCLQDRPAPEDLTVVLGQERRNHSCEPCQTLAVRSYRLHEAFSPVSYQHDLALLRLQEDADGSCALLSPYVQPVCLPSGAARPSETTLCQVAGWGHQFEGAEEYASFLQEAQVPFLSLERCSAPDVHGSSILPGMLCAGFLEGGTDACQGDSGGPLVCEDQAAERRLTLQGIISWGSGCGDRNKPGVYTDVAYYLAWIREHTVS
An asterisk follows results filed as active.

Results follow in this order: FXIa single inh | FXIIa inh
Cc1[nH]c2ccccc2c1C(=O)COC(=O)C1CC(=O)N(Cc2ccccc2)C1 (stereo not drawn)
    14 | 12
Cc1cc(C(=O)COC(=O)C2=NNC(=O)CC2)c(C)n1-c1ccccc1
    -1 | 4
CC(CC#CCN1CCOCC1)OCCC#N (stereo not drawn)
    2 | 8
COc1ccc(/C=C/C(=O)c2ccc[nH]2)cc1OC
    3 | 11
CC(c1ccco1)N(C(=O)Nc1ccccc1)C1CCCCC1 (stereo not drawn)
    -4 | 0
CCOC(=O)c1cc(C(=O)OCC)cc(-n2cc(O)c(C(=O)OCC)n2)c1
    7 | 3
COc1cc(-c2ccccc2)nc(N)n1
    1 | 6
CN(C)CCNC(=O)c1cc2c(s1)-c1ccccc1OC2
    -50 | -98
CCOC(=O)c1nnn(-c2nonc2N)c1C
    4 | 10
CC(C)OC(=O)n1c(=S)oc2ccccc21
    3 | 2
O=C(CCN1C(=O)C2C3C=CC(C3)C2C1=O)Nc1ccccn1 (stereo not drawn)
    4 | 21
COc1ccc(N2CCN(C(=O)CN(c3ccc(Br)cc3)S(C)(=O)=O)CC2)cc1
    8 | 3
CCOC(=O)COn1c(SCC(=O)OCC)nc2ccccc2c1=O
    4 | 2
Cc1cc(NC(=O)CSc2nc3ccccc3n2CC(=O)N2CCCCC2)no1
    6 | 2
CC(=O)Nc1ccc(OCC(O)Cn2cnc3ccccc32)cc1 (stereo not drawn)
    -3 | 3
COc1ccc(-c2cc(C(=O)Nc3cc(C)nn3-c3ccccc3)no2)cc1
    -2 | 0
COc1ccc(OC(C)C(=O)N2CC(C)OC(C)C2)cc1 (stereo not drawn)
    -2 | 6
O=C(CCNc1cccc(C(F)(F)F)c1)c1ccco1
    0 | 4
COc1ccc(CCn2c(=N)c(C(=O)NCc3ccco3)cc3c(=O)n4cccc(C)c4nc32)cc1
    -6 | 6
Cc1cc(C(=O)NCc2cc(C)n(C)n2)sc1-c1ccccc1
    1 | 8
CCc1cc2cc(C(=O)Nc3ccccc3F)sc2s1
    1 | 7
CN(C)CCNC(=O)c1ccc(-c2nn(C)c(=O)c3ccccc23)cc1
    0 | 0
COc1ccc(CNC(N)=O)cc1
    5 | -17
Cc1cccc(C(=O)NNS(=O)(=O)c2ccccc2[N+](=O)[O-])c1
    -1 | 8
COc1ccc(C2=NOC(C(=O)NCc3cccs3)C2)cc1 (stereo not drawn)
    7 | 4
CCC(CC)C(=O)Nc1cccc(-c2nc3ccccc3o2)c1
    4 | 2
CC(=O)N1CCC(N(C(=O)Nc2c(F)cccc2F)C(C)C)CC1
    0 | 3
Brc1ccc(CN2CCN(c3ccccn3)CC2)s1
    -6 | 7
CC(C)(C)C(=O)[C@H]1[C@H](c2ccccc2)[C@@]2(N=C(c3ccccc3)OC2=O)C2c3ccccc3C=NN21 (stereo partly drawn)
    7 | 4
CNC[C@H](O)c1cccc(O)c1
    4 | 1
CN(C(=O)c1cc2n(n1)C(C(F)(F)F)CC(c1ccco1)N2)c1ccc(OC(F)(F)F)cc1 (stereo not drawn)
    4 | 6
CNC(=O)c1ccc(N(Cc2ccccc2)S(C)(=O)=O)cc1
    2 | -18
CC12CCC(C(=O)Nc3ncc([N+](=O)[O-])s3)(OC1=O)C2(C)C (stereo not drawn)
    4 | 5
COc1ccc2c(Cl)c(C(=O)NCCCn3ccnc3)sc2c1Cl
    -7 | 1
Cc1ccc(/C=N/Nc2ncc(Cl)cc2Cl)s1
    5 | 7
O=C1OC(c2ccccc2)/C(=C(/O)c2ccc(Cl)cc2)C1=O (stereo not drawn)
    1 | 6
CCC(C)NC(=O)Cc1cn(C)c2ccccc12 (stereo not drawn)
    -8 | 1
COc1ccc(CC(=O)c2c(O)cc(O)cc2O)cc1OC
    4 | 9
COc1ccc(CNS(=O)(=O)c2cc(OCC(N)=O)c(C)cc2Cl)cc1
    -2 | 2
O=C(CCc1nc(-c2ccccc2)c(-c2ccccc2)o1)OCc1ccc(Cl)cc1
    10 | 3
CC(C)Sc1nc(N2CCOCC2)c2c(c1C#N)CC(C)(C)N(C)C2
    -10 | -2
CCC1(c2ccccc2)C(=O)NCNC1=O
    6 | 3
CC1CCN(C(=O)COC(=O)c2ccc(Br)o2)CC1
    1 | 8
O=C(O)c1ccc(-n2c(-c3cc(-c4ccco4)[nH]n3)n[nH]c2=S)cc1
    1 | 8
CC(NC(=O)Nc1ccc(Cl)cc1)C(c1cccs1)N1CCOCC1 (stereo not drawn)
    -4 | 6
COC(=O)c1ccccc1NC(=O)CSc1nnc(C(CO)NC(=O)c2ccccc2)n1C (stereo not drawn)
    -8 | 0
Cn1c(=O)c2c(nc(NCc3cccnc3)n2Cc2ccc(Cl)cc2)n(C)c1=O
    6 | 2
CCOC(=O)c1c(NC(C)=O)sc2c1CCC(C=NCCCN(CC)CC)=C2Sc1ccccc1
    1 | -12
O=C(Nc1ccccc1)O/N=C/c1ccccc1Cl
    0 | 2
Cc1[nH]c(=O)[nH]c(=O)c1S(=O)(=O)N1CCCC(C(=O)N2CCN(c3ccccc3Cl)CC2)C1 (stereo not drawn)
    6 | 7

Next compounds:
Results follow in this order: FXIa single inh | FXIIa inh
COCC(=O)Nc1nnc(CCc2ccccc2)s1
    4 | 4
Cc1nc2sccn2c(=O)c1CCN1CCC(=C(c2ccccc2)c2ccc(F)cc2)CC1
    8 | 3
CCOc1ccc(NC(=O)CSc2nnc(C)n2CC2CCCO2)cc1 (stereo not drawn)
    13 | -12
C/C(=N\OC(=O)Nc1ccc(Cl)cc1)c1ncc(C(F)(F)F)cc1N1CCOCC1
    -2 | 16
CN1/C(=C/C2CC(=O)N(c3ccc([N+](=O)[O-])cc3)C2=O)C(C)(C)c2ccccc21 (stereo not drawn)
    -1 | 4
COc1ccc(N2CCN(c3oc(Cc4ccccc4)nc3C#N)CC2)cc1
    -3 | 3
Cc1nc(SCC(=O)c2cccs2)c2oc3ccccc3c2n1
    -7 | 2
CCOC(=O)C1CCCN(C(=O)CS(=O)(=O)Cc2ccccc2)C1 (stereo not drawn)
    0 | 4
CCc1cc(OCCN2C(=O)NC(C)(C)C2=O)ccc1Cl
    8 | 5
O=C(Nc1ccc(Cl)c(Cl)c1)OCCNC(=O)c1cccc(Cl)c1
    -3 | 10
Cc1ccc(C)c(N(CC(=O)NCCC2=CCCCC2)S(C)(=O)=O)c1
    -3 | 14
CCC(NS(=O)(=O)c1ccc(C)cc1)C(=O)N1CCN(c2ccccn2)CC1 (stereo not drawn)
    4 | 2
Cc1[nH]c2ccccc2c1C(c1ccccn1)c1c(C)[nH]c2ccccc12
    -6 | 9
Cc1ccc(CSc2ncnc3c2cnn3Cc2ccccc2)cc1C
    7 | 24
N#Cc1c(NC(=O)c2ccncc2)sc2c1CCC2
    1 | 10
N#Cc1ccccc1Cn1c(=O)n(C2CCCC2)c(=O)c2ccccc21
    -11 | -9
COc1ccc(OC)c(S(=O)(=O)NC2CCCCC2)c1
    16 | -11
Cc1ccc(CNc2ccc(CNc3ncn[nH]3)cc2)cc1
    -9 | 5
COc1cc(C)c(CNc2cccc(C)c2)cc1C
    -9 | 7
Cc1cc(C)n2nc(C(=O)Nc3nccs3)nc2n1
    9 | 3

Random excerpt: 4 compounds from above.
Results follow in this order: FXIa single inh | FXIIa inh
N#Cc1c(NC(=O)c2ccncc2)sc2c1CCC2
    1 | 10
N#Cc1ccccc1Cn1c(=O)n(C2CCCC2)c(=O)c2ccccc21
    -11 | -9
Cc1cc(C)n2nc(C(=O)Nc3nccs3)nc2n1
    9 | 3
Cc1[nH]c2ccccc2c1C(c1ccccn1)c1c(C)[nH]c2ccccc12
    -6 | 9

The list continues.
Results follow in this order: FXIa single inh | FXIIa inh
COC(=O)C(Cc1cnc(Cl)s1)(C(=O)OC)c1ccccc1[N+](=O)[O-]
    -5 | 4
CN(CCCNS(=O)(=O)c1cccc2cccnc12)Cc1ccccc1
    4 | 4
CCOc1ccc(N(C(C)C(=O)NCc2ccco2)S(C)(=O)=O)cc1 (stereo not drawn)
    -8 | 0
CCCCOc1ccc(-c2nc(=S)[nH][nH]2)cc1
    3 | 4
CC(=O)N1c2ccccc2C(C)CC12CCCCC2 (stereo not drawn)
    0 | 8
COc1ccc(OCC(=O)N2CCN(C(=O)c3cccc4ccccc34)CC2)cc1
    -4 | 2
Cc1cc2nc(-c3cccc(NC(=O)c4ccc(Br)o4)c3)oc2cc1C
    7 | 3
CC(C)CSc1nsc(N)n1
    4 | 9
Cc1cccc(C)c1OCC(O)Cn1nnc2ccccc21 (stereo not drawn)
    0 | 24
O=C1OCCN1/N=C/c1ccc([N+](=O)[O-])o1
    -2 | 4

Some values from the entries so far.
FXIIa inh with CN(CCCNS(=O)(=O)c1cccc2cccnc12)Cc1ccccc1 : 4
FXIa single inh with O=C1OCCN1/N=C/c1ccc([N+](=O)[O-])o1 : -2

(cont.)
Results follow in this order: FXIa single inh | FXIIa inh
O=C(NCc1ccco1)C1CC(=O)N(c2ccc(O)cc2)C1 (stereo not drawn)
    5 | 3
c1cc2nnnn2nc1N1CCCCCC1
    -5 | 0
Cc1n[nH]c(=O)nc1N1CCc2ccccc2C1
    -3 | 1
CCSc1nc(C2CC2)cc(-c2ccco2)c1C#N
    -5 | 8
CCSC(C)CC1C/C(=N/O)c2c(CC)noc2C1 (stereo not drawn)
    5 | 2
COC(=O)Cc1[nH]nc2c1C(c1c[nH]c3ccccc13)C(C#N)=C(N)O2 (stereo not drawn)
    2 | 8
CCCN(Cc1ccccc1)C(=O)Nc1ccc2c(c1)nnn2C
    4 | 2
CC(=O)c1cc2c(cc1NC(=O)C1CC1)OCO2
    9 | 3
c1ccc(C(c2nnnn2C2CCCC2)N2CCN(c3nc4ccccc4s3)CC2)cc1 (stereo not drawn)
    1 | -14
Cc1nccn1CC(O)COc1ccccc1 (stereo not drawn)
    -1 | 5
CCOc1ccc(NC(=O)C2CCCN(C(=O)Nc3ccccc3)C2)cc1 (stereo not drawn)
    4 | 5
CCn1c(SCC(=O)Nc2cc(C)on2)nnc1-c1ccc(S(=O)(=O)N2CCN(C)CC2)cc1
    -10 | 4
CC(=O)N(CCCN1CCOCC1)Cc1ccncc1
    -9 | -1
COc1ccc(C2C(C#N)=C(/N=C/N3CCOCC3)OC3=C2C(=O)CC(C)(C)C3)cc1OC (stereo not drawn)
    -3 | 8
O=C(c1ccc2c(c1)OCO2)N1CCOCC1
    -6 | 1
CCCc1cc(=O)[nH]c(SCC(=O)Nc2c(C)cccc2C)n1
    32 | -13
O=C(N/N=C\c1cc(Br)cs1)C1COc2ccccc2O1 (stereo not drawn)
    -3 | -1
COC(=O)c1[nH]c2cccc(Cl)c2c1NC(=O)CN1CCN(CCO)CC1
    -1 | 7
COc1ccc(C2SCCN2S(=O)(=O)c2ccc(NC(C)=O)cc2)cc1 (stereo not drawn)
    9 | 10
O=C(c1ccccc1F)N(Cc1ccc(F)cc1)C1CCS(=O)(=O)C1 (stereo not drawn)
    7 | 4
CCOC(=O)C1CCN(C(=O)C(C)Sc2ccc(Cl)cc2)CC1 (stereo not drawn)
    -4 | 4
O=C(COc1ccc(S(=O)(=O)NC2CCCCC2)cc1)N1CCN(c2cccc(Cl)c2)CC1
    6 | 8
Cc1ccc(NC(=O)C2=C(O)CCn3c2nc2ccccc23)cc1
    -3 | -1
COC(=O)C1=C(N)Oc2cc(C)n(CC3CCCO3)c(=O)c2C1c1ccc(Cl)c(Cl)c1 (stereo not drawn)
    -8 | -2
CCCCNC(=O)Nc1nnc(-c2ccc(OCC)cc2)o1
    -9 | 1
O=C(CN1C(=O)c2cccc3cccc1c23)NCc1ccc2c(c1)OCO2
    5 | 5
CCOC(=O)Cc1nnc(NC(=O)c2ccccc2OC)s1
    -1 | 6
CCCCOc1ccc(-n2nc(C)cc2C)nn1
    2 | 5
Cc1noc(C)c1C(=O)Nc1ccc2c(c1)CCC2
    3 | 7
Cc1nnc(SCc2cccc(CSc3nnc(C)s3)c2)s1
    -1 | 6
CCOC(=O)Cc1csc(NC(=O)CC(C)(C)C)n1
    7 | 3
CCC(C(=O)O)N1C(=O)c2ccccc2C1=O (stereo not drawn)
    -6 | -1
Cc1cc(F)c(F)c(C(=O)N2CCN(C)CC2)c1Cl
    -3 | 2
CCCn1c(SCC(=O)Nc2sc(C)c(C)c2C#N)nnc1C(C)C
    1 | 8
c1ccc2c(c1)oc1c(NCCCN3CCOCC3)ncnc12
    -3 | 5
CC(C)N(Cc1nc(-c2ccccc2)no1)C(=O)CCCN1C(=O)c2ccccc2C1=O
    -2 | 3
Cc1noc(C)c1COC(=O)[C@H](C)NS(=O)(=O)c1ccc(Cl)c(Cl)c1
    -1 | 8
Cc1cc(NC(=O)CSc2nc3ccccc3s2)no1
    -13 | 8
CCc1c(C)sc(NC(=O)c2cc(-c3ccc(O)cc3)on2)c1C#N
    8 | 4
CCCCOC(=O)NC(NCC(O)c1ccccc1)(C(F)(F)F)C(F)(F)F (stereo not drawn)
    18 | -11
c1ccc(-c2cnnc(N3CCOCC3)n2)cc1
    -3 | 5
COC(=O)CC/C(O)=C1\C(=O)CC(C)(C)CC1=Nc1ccccc1OC
    1 | -4
COc1ccc(Cn2c(C)c(C)c(C#N)c2NC(=O)Nc2cccc(Cl)c2)cc1
    3 | 4
O=C(CSc1ccccc1)Nc1ccncc1
    0 | -9
CC(=O)OCCNC(=O)c1cc2ccccc2oc1=O
    4 | 9
O=C(NCCc1ccccc1)C1CCN(C(=O)NCc2ccccc2)CC1
    2 | 3
CC(=O)Cc1nsc(NC(=O)c2cc(-c3ccccc3Cl)oc2C)n1
    4 | 0
CCN1c2cccc3cccc(c23)S1(=O)=O
    22 | -14
COc1ccc(NC(=O)Cn2nc(C(F)(F)F)c3c2CCCC3)cc1OC
    1 | 7

Full records as entered above:
`COC(=O)CC/C(O)=C1\C(=O)CC(C)(C)CC1=Nc1ccccc1OC` is entered as FXIa single inh: 1; FXIIa inh: -4
`CC(=O)Cc1nsc(NC(=O)c2cc(-c3ccccc3Cl)oc2C)n1` is entered as FXIa single inh: 4; FXIIa inh: 0
`COc1ccc(NC(=O)Cn2nc(C(F)(F)F)c3c2CCCC3)cc1OC` is entered as FXIa single inh: 1; FXIIa inh: 7

A portion of the library. The share of hits here may be higher or lower than overall.
